M. tuberculosis GlmU – inhibition of mycobacterial GlmU enzyme – biochemical, glucosamine-1-phosphate acetyltransferase (AID 1376); M. tuberculosis GlmU acetyltransferase enzyme assay; higher % means a stronger effect; 0.25% of 220,000 active; inhibition, %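 (tested at 30 µM in the primary screen)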; hits with a dose series show IC50 in µM; in the data active means inhibition above about 13%;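 further: 0% = complete reaction with vehicle and 100% = reaction without substrate; strong numbers were not always called active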
RmlCD inh 1536 – M. tuberculosis RmlC/RmlD inhibition; RmlC+RmlD coupled enzyme assay, percent inhibition; primary screen in compound mixtures; P9WH09+P9WH11; inhibition, % at 3.6 µM; 0.03% of 160,000 active; in the data active means inhibition mostly above about 34%, no sharp cut-off; further: some results filed as inactive read as strong as hits
Target sequence (P9WH09 whole entry, looked up): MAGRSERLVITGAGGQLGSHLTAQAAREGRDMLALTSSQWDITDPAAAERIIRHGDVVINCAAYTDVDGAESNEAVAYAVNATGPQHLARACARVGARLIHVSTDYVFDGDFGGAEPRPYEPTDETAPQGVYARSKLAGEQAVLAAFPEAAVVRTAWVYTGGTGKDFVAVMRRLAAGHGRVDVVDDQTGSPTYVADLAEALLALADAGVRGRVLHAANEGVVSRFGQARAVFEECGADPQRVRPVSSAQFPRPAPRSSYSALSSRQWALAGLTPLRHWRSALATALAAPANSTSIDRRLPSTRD
Target sequence (P9WH11 whole entry, looked up): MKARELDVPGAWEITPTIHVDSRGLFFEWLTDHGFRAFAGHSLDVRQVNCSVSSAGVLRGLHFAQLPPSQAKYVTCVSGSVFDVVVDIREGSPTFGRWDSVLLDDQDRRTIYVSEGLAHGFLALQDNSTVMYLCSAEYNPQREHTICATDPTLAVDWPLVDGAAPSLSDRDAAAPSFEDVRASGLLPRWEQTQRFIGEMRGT
* = called active by the depositor; . = no result given. An excerpt; rates above refer to the full screens.

The opening 2 compounds, to show the layout:
#	Structure	M. tuberculosis GlmU	RmlCD inh 1536
1	CCOC(=O)c1oc2cc(C)cc(O)c2c(=O)c1-c1csc(C)n1	3.3%	9.3
2	COc1ccccc1N1CCN(S(=O)(=O)c2ccc(-n3cnnn3)c(C)c2)CC1	-6.0%	-7.4

The listing, from the first entry:
#	Structure	M. tuberculosis GlmU	RmlCD inh 1536
1	CCOC(=O)c1oc2cc(C)cc(O)c2c(=O)c1-c1csc(C)n1	3.3%	9.3
2	COc1ccccc1N1CCN(S(=O)(=O)c2ccc(-n3cnnn3)c(C)c2)CC1	-6.0%	-7.4
3	Cc1ccccc1NC(=O)Cn1c(O)c(N=NC(=O)c2ccccc2O)c2ccccc21	-8.5%	31.8
4	O=C(O)C1=C[C@@H](C2CCCCC2)C[C@@H](OCCCCO)O1	-3.5%	.
5	CN(C)S(=O)(=O)c1ccc(C(=O)OCC(=O)c2ccc(OC(F)F)cc2OC(F)F)cc1	-1.2%	.
6	CCOC(=O)N1CCC(=NNC(N)=O)CC1	5.8%	-10.1
7	CNC(=O)NC(=O)CSc1ccc(NC(C)=O)cc1	1.4%	-10.0
8	CN1CCN(C(=S)NC(=O)c2ccc(Br)cc2)CC1	-2.2%	.
9	Cc1nn(CC(=O)Nc2ccccc2)c(=O)c2ccccc12	-5.1%	.
10	c1nnc(NC2=NCCCCC2)s1	0.0%	5.3
11	O=C(CSc1nnc(C2CC2)n1-c1ccccc1)Nc1ccc(N2CCOCC2)cc1	0.9%	3.8
12	Nc1ccc(O)cc1C(=O)OCC(=O)C12CC3CC(CC(C3)C1)C2	-2.1%	6.3
13	COC(=O)c1ccc(/C=N/NC(=O)CC(=O)NCC(C)C)cc1	2.0%	7.3
14	COc1ccc2oc(-c3ccco3)cc(=O)c2c1	6.9%	-10.3
15	CC(=O)NS(=O)(=O)c1cccnc1Nc1cccc(Cl)c1C	5.5%	-5.6
16	CCN1CCCC1CNC(=O)c1ccccc1Cl (stereo not drawn)	-0.7%	.
17	O=C(/C=C/c1cccc([N+](=O)[O-])c1)n1cnc2ccccc21	5.3%	7.4
18	COc1ccc(/C=N/Nc2nc(NCc3ccco3)nc(Nc3ccc(OC)cc3)n2)cc1	0.5%	9.7
19	COc1ccc(/C=C/C(=O)c2cc(Cl)cc(Cl)c2O)c(OC)c1	7.5%	-7.0
20	COc1cc(C2NC(=O)NC(C)=C2C(=O)OC(C)(C)C)ccc1OCC(N)=O (stereo not drawn)	0.8%	13.6
21	CC(=O)Oc1ccc(-c2ccc(C(=O)O)cc2)cc1	4.8%	.
22	COc1ccc(Cl)cc1NC(=O)C(OC)c1ccccc1 (stereo not drawn)	1.7%	.
23	O=C(NCCN1CCOCC1)c1ccc([N+](=O)[O-])cc1[N+](=O)[O-]	0.5%	-8.2
24	Cc1ccc(Cl)cc1N1CCN(C(=O)c2cc3c(=O)n(C)c4ccccc4c3n2C)CC1	-5.0%	8.8
25	COc1cccc(Nc2cc(C)nc3ccccc23)c1	0.2%	-7.8
26	O=C(Oc1ccc(N(C(=O)c2ccncc2)S(=O)(=O)c2cccs2)cc1)c1ccncc1	4.8%	.
27	CCOc1ccc(-c2cc(N3C(=O)Nc4ccccc4N3O)on2)cc1	0.2%	8.0
28	CCCN1C(=O)/C(=C\C=C2/Sc3ccccc3N2CCO)SC1=S	-2.8%	.
29	Cc1ccc(F)cc1NC(=O)C1CCN(c2cnccn2)CC1	-1.7%	.
30	CC1CCN(S(=O)(=O)c2ccc3c(c2)c(=O)c(C(=O)NCc2ccccc2Cl)cn3C)CC1	-0.5%	-3.1
31	NCC(c1ccccc1)(c1ccccc1)c1ccccc1	1.8%	-9.6
32	CC(=O)c1cnc(Nc2cccc(Cl)c2Cl)s1	-3.0%	6.9
33	Cc1cccc(NC(=O)CCC(=O)N/N=C/c2ccco2)c1C	8.3%	.
34	Cc1[nH]c2ccc(-c3n[nH]c(=S)n3C)cc2c1C	6.2%	15.8
35	O=C(NC1CC2CCCC(C1)N2C(=O)NCc1ccccc1)C1CC1 (stereo not drawn)	3.5%	12.9
36	COc1cc(CC2C(=O)N(C)C(=O)N(C)C2=O)ccc1OCc1ccccc1	-0.3%	.
37	CCCc1nc2ccccc2c(=O)n1NC(=O)c1c(O)c2ccccc2n(C)c1=O	-1.1%	19.1
38	CCCn1c(=O)c2c(nc3n2CCS3)n(C)c1=O	-0.7%	6.8
39	Cc1ccc(S(=O)(=O)N2CCN(CCO)CC2)cc1-c1nnc2c3ccccc3c(C)nn12	1.9%	.
40	CS(=O)(=O)c1ccc(C(=O)OCC(=O)NC23CC4CC(CC(C4)C2)C3)cc1[N+](=O)[O-]	-4.0%	7.4
41	CSc1ccccc1-c1nnc(-c2ccc(Cl)c(Cl)c2)o1	-0.3%	.
42	COc1ccc(NC(=S)NC(NC(C)=O)C(Cl)(Cl)Cl)c([N+](=O)[O-])c1 (stereo not drawn)	-1.6%	8.4
43	CC(C)CC(NC(=O)c1ccc(C#CC(C)(C)O)s1)C(=O)O (stereo not drawn)	0.7%	6.3
44	Cc1c(NC(=O)/C(=C/c2cccs2)NC(=O)c2ccccc2)c(=O)n(-c2ccccc2)n1C	-3.8%	7.2
45	COc1ccc2c(CC(=O)OCC(=O)c3ccc(F)cc3)coc2c1	-0.1%	.
46	Cc1ccc2oc(=O)cc(CN3CCN(C/C=C/c4ccccc4)CC3)c2c1	-0.2%	-5.3
47	CCN1CCN(Cc2cc(Br)cc(Br)c2O)CC1	-0.8%	.
48	O=C(CSc1ccccc1)Nc1cccc(NC(=O)c2ccco2)c1	2.5%	-4.7
49	Fc1ccc(-c2nn(-c3ccccc3)cc2CNCc2ccccc2)cc1	-1.3%	8.2
50	COc1ccc(CCN(C)c2ccc(C(N)=O)cc2[N+](=O)[O-])cc1OC	-4.4%	-6.7
51	Cc1ccccc1-n1c(-c2ccoc2C)n[nH]c1=S	5.3%	-8.0
52	Cn1cc([N+](=O)[O-])c(C(=O)Nc2cc(Oc3ccccc3)cc([N+](=O)[O-])c2)n1	2.0%	1.3
53	O=C(Cc1ccccc1)N/N=C/c1ccc(OCC(=O)Nc2ccccc2)cc1	1.1%	7.0
54	CC(=O)Nc1cc(C(F)(F)F)ccc1Oc1cccc(Br)c1	-1.0%	-1.8
55	COc1ccc(CCCc2nnc(SCc3nc4ccccc4c(=O)[nH]3)n2C)cc1	3.3%	4.8
56	Nc1nnc(SCc2ccccc2Cl)s1	1.1%	.
57	CCCCOC(=O)C(C)c1c(C)[nH]c(=S)[nH]c1=O (stereo not drawn)	1.2%	-7.9
58	COC(=O)/C(C#N)=C/c1c(-c2ccccc2)nc2n1CCS2	4.1%	4.4
59	COc1ccc(NC(=O)NCCN2CCc3ccccc3C2)cc1	2.4%	.
60	CCC(C)(C)NC(=O)C(c1ccco1)N(C(=O)Cn1nnc2ccccc21)c1ccc2c(c1)OCO2 (stereo not drawn)	0.3%	5.0

Fetched by structure from the list above (five):
#	Structure	M. tuberculosis GlmU	RmlCD inh 1536
35	O=C(NC1CC2CCCC(C1)N2C(=O)NCc1ccccc1)C1CC1 (stereo not drawn)	3.5%	12.9
32	CC(=O)c1cnc(Nc2cccc(Cl)c2Cl)s1	-3.0%	6.9
37	CCCc1nc2ccccc2c(=O)n1NC(=O)c1c(O)c2ccccc2n(C)c1=O	-1.1%	19.1
47	CCN1CCN(Cc2cc(Br)cc(Br)c2O)CC1	-0.8%	.
58	COC(=O)/C(C#N)=C/c1c(-c2ccccc2)nc2n1CCS2	4.1%	4.4

Ordered by count of non-hydrogen atoms (smallest number first): some entries from above
#	Structure	M. tuberculosis GlmU	RmlCD inh 1536
47	CCN1CCN(Cc2cc(Br)cc(Br)c2O)CC1	-0.8%	.
54	CC(=O)Nc1cc(C(F)(F)F)ccc1Oc1cccc(Br)c1	-1.0%	-1.8
53	O=C(Cc1ccccc1)N/N=C/c1ccc(OCC(=O)Nc2ccccc2)cc1	1.1%	7.0

(continued)
#	Structure	M. tuberculosis GlmU	RmlCD inh 1536
61	CC(C)(C)n1nnnc1CN(Cc1ccc(F)cc1)Cc1ccco1	0.5%	-1.3
62	Cc1n[nH]c(=S)n1/N=C/c1ccccc1	-4.0%	94.7
63	CN(C)CCn1cnc2ccccc21	-7.2%	.
64	COc1ccc(C(O)P(=O)(OC(C)C)OC(C)C)cc1 (stereo not drawn)	4.8%	-2.0
65	CCN1CCN(CC(O)COC(c2ccccc2)c2ccccc2)CC1 (stereo not drawn)	2.3%	4.4
66	O=C(O)CSc1nnc(Nc2ccccc2)n1-c1ccccc1	-2.3%	-14.1
67	CCC(CC)C(=O)Nc1cc(=O)n(C)c(=O)n1C	-0.3%	3.0
68	Cc1noc(C)c1S(=O)(=O)N(C)CC(=O)Nc1ccc(F)cc1	-3.4%	.
69	COc1ccc(NC(=S)Nc2ncccc2C)c(OC)c1	-4.6%	.
70	C/C(=N\Nc1nc2ccccc2[nH]1)c1cccs1	-8.2%	-6.5
71	Cc1ccc(NC(=O)Cc2nc(CSc3nnc(-c4ccc5c(c4)OCO5)o3)cs2)cc1	2.2%	9.3
72	CN(C)CC(=O)N1c2ccccc2CCc2ccc(NC(=O)c3ccc(N)cc3)cc21	-8.2%	-2.2
73	CC1(C)Cc2nc(-c3ccccc3)n3cnnc3c2CO1	-3.6%	11.7
74	CCN(CC)C(c1ccc(F)cc1)c1nnnn1CC1CCCO1 (stereo not drawn)	3.4%	-16.5
75	O=C(Oc1cccc2cccnc12)c1ccc(N2C(=O)C3C4CCC(C4)C3C2=O)cc1 (stereo not drawn)	6.3%	9.3
76	CCc1nnc(NC(=O)CSc2ccc(-c3ccccc3OC)nn2)s1	8.6%	-6.6
77	Cc1nnc2sc(-c3ccco3)nn12	2.9%	-11.2
78	COc1cc(Cl)c(C)cc1NC(=O)COC(=O)c1cnc(C)cn1	2.8%	29.6
79	Cc1cc(-c2ccccc2)nc2cc(C(N)=O)nn12	1.6%	8.7
80	CNC(=S)Nc1ccc([N+](=O)[O-])cc1	-8.6%	5.2
81	O=C(Nn1c(C2CCC2)nc2ccccc2c1=O)c1cccs1	5.9%	6.8
82	O=C(NCc1ccco1)c1ccc(COCC(F)(F)C(F)F)cc1	3.5%	-6.2
83	COc1ccc(CC(=O)Nc2ccc(OC)nc2)cc1	-8.0%	9.5
84	Cc1ccccc1OCc1nc(C#N)c(N2CCCC2)o1	-2.2%	3.0
85	CN(C(=O)CSc1nc2ccc([N+](=O)[O-])cc2s1)C1CCS(=O)(=O)C1 (stereo not drawn)	-3.0%	.
86	Cc1oc2c(cc(NS(=O)(=O)c3ccc4c5c(cccc35)C(=O)N4)c3ccccc32)c1C(=O)OC(C)C	.	-3.2
87	FC(F)(F)c1cnc(-c2cnc(-c3cccnc3)nc2)c(Cl)c1	8.0%	-4.1
88	COCCCN1CCN(C2Cc3ccccc3Sc3ccc(Cl)cc32)CC1 (stereo not drawn)	-9.0%	10.8
89	CCCn1c(SCC(=O)Nc2cccc(S(=O)(=O)N(C)C)c2)nc2ccccc2c1=O	-3.4%	11.8
90	CCCn1nc2cc(C(=O)NCCCCc3ccccc3)ccc2c1OCC	-5.8%	52.3
91	Cc1occc1C(=O)NCCc1ccc(Cl)cc1	-0.1%	23.8
92	C=CCC12C=C(OC)C(=O)OC(OC)(C1O)[C@H](c1ccc3c(c1)OCO3)[C@H]2C (stereo partly drawn)	4.0%	.
93	O=C(NCCc1cccs1)C1CC(c2ccc([N+](=O)[O-])cc2)=NO1 (stereo not drawn)	-3.6%	24.2
94	O=C(O)C1=C[C@@H](c2ccccc2)C[C@@H](OCCCCO)O1	4.2%	.
95	Cc1ccc(NC(=O)COC(=O)CCC(=O)c2ccc(C(C)(C)C)cc2)c([N+](=O)[O-])c1	-3.9%	10.7
96	CCc1ccc2c(c1)C(c1cccs1)=NNC(c1cccnc1)=N2	-2.3%	6.2
97	Cc1noc(C)c1N=Nc1ccc(Br)cc1C(=O)O	0.0%	.
98	CCCCCOc1ccc(N2C(=O)CC(N(O)c3ccccc3)C2=O)cc1 (stereo not drawn)	0.5%	11.7
99	Cc1cc(C)nc(SCCC(=O)N2CCOCC2)n1	1.8%	.
100	O=C(O)C1C2C=CC(C2)C1C(=O)Nc1nccs1 (stereo not drawn)	5.3%	-9.0
101	CC(NC(=O)c1ccccc1)c1nc2ccccc2n1Cc1ccccc1F (stereo not drawn)	.	4.3
102	CC(C)=CC(=O)OCC(=O)Nc1cccc([N+](=O)[O-])c1	-4.7%	-3.5
103	CCC(C)[C@H](NC(=O)NCc1ccco1)C(=O)OC (stereo partly drawn)	-1.8%	11.9
104	CCOC(=O)c1c(NC(=O)CC2Nc3ccccc3NC2=O)sc(C)c1C (stereo not drawn)	0.9%	-9.5
105	O=C(O)c1ccccc1CSC1=NCCS1	-0.6%	5.5
106	CNC(=O)N(O)C1N(/N=C/c2cccs2)C(=S)SC1(C)C (stereo not drawn)	1.2%	-13.4
107	Cc1nc(-c2cccc(NC(=O)c3cc4cc(Br)ccc4oc3=O)c2)cs1	0.1%	-2.0
108	CCC1(C)Cc2ccccc2-c2nc(NCCCO)[nH]c(=O)c21 (stereo not drawn)	9.7%	-5.4
109	COC(=O)CC(c1ccc(F)cc1)n1c(C)ccc1C (stereo not drawn)	2.2%	7.0
110	Cc1c(Nc2ccc3nonc3c2[N+](=O)[O-])c(=O)n(-c2ccccc2)n1C	1.9%	0.9
111	CC(C(=O)NCCC1=CCCCC1)c1ccc([N+](=O)[O-])cc1 (stereo not drawn)	1.0%	-9.0
112	CN1C(C(=O)NCC2CC2)CC2Cn3c(nc4cc(Cl)c(Cl)cc43)C21 (stereo not drawn)	3.0%	.
113	Cc1cc(NC(=O)CCC(=O)N(CC(=O)NC2CCCC2)Cc2cccs2)no1	1.5%	-6.8
114	CCN(CC)CC#CCOC(c1ccccc1)c1ccccc1	2.2%	0.2
115	Cc1sc(=NC(=O)c2ccco2)n(C)c1-c1ccc(F)cc1	1.8%	-8.2
